MsrA inh = inhibitors of bovine MsrA; purified bovine MsrA, absorbance read-out; inhibition, % at 15.5 µM; 0.75% of 360,000 active; in the data active = inhibition above about 4.5%;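 note: 0% = vehicle wells with enzyme and 100% = reference inhibitor wells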
NRP1-CendR mod = modulators of CendR peptide binding to human neuropilin-1; O14786; 0.85% of 360,000 active; AID 602438; FAM-RPARPAR peptide binding to NRP-1, fluorescence polarization; inhibition, % at 25 µM;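 active = inhibition or corrected inhibition above about 18%, plus a signal ratio from 0.5 to 1.5, limit read from the data, passing the limit was not always enough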; note: strong numbers were not always called active
Target sequence (O14786 whole entry, looked up): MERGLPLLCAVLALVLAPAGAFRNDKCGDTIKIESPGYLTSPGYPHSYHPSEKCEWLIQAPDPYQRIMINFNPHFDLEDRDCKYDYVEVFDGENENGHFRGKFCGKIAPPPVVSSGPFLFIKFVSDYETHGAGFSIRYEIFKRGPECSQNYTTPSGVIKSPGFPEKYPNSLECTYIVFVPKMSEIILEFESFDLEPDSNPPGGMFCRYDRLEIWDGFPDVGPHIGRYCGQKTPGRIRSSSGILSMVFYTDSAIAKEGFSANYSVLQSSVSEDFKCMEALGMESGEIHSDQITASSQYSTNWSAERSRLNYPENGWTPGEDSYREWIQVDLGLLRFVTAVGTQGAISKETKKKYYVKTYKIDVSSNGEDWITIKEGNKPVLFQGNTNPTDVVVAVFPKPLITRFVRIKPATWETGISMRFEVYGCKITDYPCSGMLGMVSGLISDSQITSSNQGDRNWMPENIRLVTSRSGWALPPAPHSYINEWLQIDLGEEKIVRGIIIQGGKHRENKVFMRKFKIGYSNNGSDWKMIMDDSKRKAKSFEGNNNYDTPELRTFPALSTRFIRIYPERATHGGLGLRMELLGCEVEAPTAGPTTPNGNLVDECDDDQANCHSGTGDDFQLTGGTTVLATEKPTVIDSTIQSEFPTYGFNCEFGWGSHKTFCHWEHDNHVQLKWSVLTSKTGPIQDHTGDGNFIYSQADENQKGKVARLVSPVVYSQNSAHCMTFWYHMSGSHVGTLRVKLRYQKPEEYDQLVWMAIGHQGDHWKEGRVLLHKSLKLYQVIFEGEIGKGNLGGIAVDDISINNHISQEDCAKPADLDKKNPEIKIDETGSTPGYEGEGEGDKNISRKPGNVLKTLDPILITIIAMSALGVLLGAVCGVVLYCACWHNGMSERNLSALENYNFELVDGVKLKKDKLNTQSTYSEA
Rin1 Abl inh = human Rin1-Abl interaction inhibition | P00519+Q13671 | TR-FRET Rin1/Abl binding, biochemical | inhibition, % at 7.35 µM | 0.4% of 360,000 active | AID 588664; in the data active = inhibition above about 5%, passing the limit was not always enough
E coli Lon inh = inhibits E. coli Lon protease. AID 602123. purified E. coli Lon protease, fluorescence polarization. 0.42% of 360,000 active. inhibition, % at 7.94 µM. P0A9M0; in the data active = inhibition above about 13%, passing the limit was not always enough;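 note: 0% = enzyme with probe and DMSO and 100% = no enzyme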
FAS TE block = FAS thioesterase (human) inhibition | P49327 | recombinant FAS-TE, OMFH fluorogenic substrate, fluorescence endpoint | inhibition, % at 15 µM | 0.67% of 360,000 active | AID 602261;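 active = compounds whose normalised, plate-corrected inhibition of enzyme fluorescence in the single-dose primary screen is 50% or more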;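 note: 0% = DMSO with enzyme and 100% = substrate without enzyme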
Neddyl block = inhibitors of human cullin neddylation. calls only at 25 µM. P61081+Q13564. 0.58% of 360,000 active. TR-FRET cullin neddylation, biochemical; in the data active = inhibition above about 36%
MT1-MMP act inh = inhibitors of human MT1-MMP activation | P50281 | HT1080 RFP-PRO-GFP cells, GFP/RFP ratio fluorescence, overnight; percent of plate control window, DMSO zero | GFP/RFP ratio change, % at 20 µM | 0.061% of 360,000 active;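 active = GFP/RFP ratio change of at least 30% with cell ATP level not reduced by more than half and red fluorescence within 50% of control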; note: strong numbers were not always called active
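system = RFP-PRO-GFP reporter HT1080 cells | dosing = 20 µM single dose, 1% DMSO | timing = overnight cell settling, then overnight compound exposure, 37 °C, 5% CO2 | read-out basis = GFP/RFP fluorescence ratio | controls = DMSO and RFP-L50D-GFP cell wells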
bovine MsrA act = activators of bovine methionine sulfoxide reductase A; activation, % at 10.6 µM; 0.3% of 360,000 active; purified bovine MsrA, absorbance read-out; in the data active = activation above about 7.5%;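 note: 0% = vehicle and 100% = reference activator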
SKN-1 inh = C. elegans SKN-1 inhibition. C. elegans VP596 Pgst-4::GFP/RFP ratio, acrylamide-induced, 24 h. inhibition, % at 21.8 µM. 0.49% of 360,000 active. AID 624304;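 active = interference check ratio from 0.5 to 1.5 plus GFP to RFP signal ratio inhibition reaching or exceeding a fixed threshold, cut at about 30% in these data, passing the limit was not always enough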; note: some compounds called inactive have numbers as strong as hits
An asterisk follows results filed as active; i = inactive; . = not tested or not shown.

| SMILES | Neddyl block | FAS TE block | MT1-MMP act inh | MsrA inh | bovine MsrA act | SKN-1 inh | Rin1 Abl inh | E coli Lon inh | NRP1-CendR mod |
| --- | --- | --- | --- | --- | --- | --- | --- | --- | --- |
| FC(F)(F)c1cnc(N2CCCN(C(=S)Nc3ccccc3)CC2)c(Cl)c1 | i | 27 | 10 | -0.4 | -4 | 1 | 0 | -3 | -7 |
| CNC(=O)COc1ccc(Nc2nnc(-c3ccc(C)c(S(N)(=O)=O)c3)c3ccccc23)cc1 | i | -2 | 6 | 2.5 | -5 | 17 | 0 | -3 | 0 |
| Cc1nn(-c2ccc(F)cc2)c2sc(C(=O)OC3CCOC3=O)cc12 (centres undefined) | . | 7 | 6 | -0.7 | -3 | 9 | -2 | -3 | -2 |
| Cc1ccc(C(=O)N2CC(C)OC(C)C2)cc1S(=O)(=O)N1CCCCC1 (centres undefined) | i | -7 | 2 | 0.2 | -1 | 0 | 3 | -5 | -2 |
| Cc1cc(C)n2nc(C(=O)OCC(=O)c3ccccc3)nc2n1 | i | -3 | -2 | 0.0 | -8 | 5 | -1 | -20 | -7 |
| Clc1ccc(Nc2nc(NCCN3CCOCC3)nc(N3CCOCC3)n2)cc1 | i | -3 | -6 | . | -7 | 11 | 0 | 0 | -20 |
| CC(C)(C)NC(=S)NCc1ccco1 | i | -15 | -10 | -0.6 | -3 | -2 | 3 | -25 | -54 |
| CC(C)NS(=O)(=O)c1ccc(CCC(=O)NCc2ccc3c(c2)OCO3)cc1 | i | -7 | 1 | -0.5 | -10 | -8 | 2 | -5 | -9 |
| Cc1ccccc1C(=O)O | i | -2 | 0 | -0.6 | -7 | 3 | 4 | 5 | -17 |
| Cc1ccc(CN(C)c2nc(-c3cccnc3)nc3ccccc23)o1 | i | 2 | 1 | -0.2 | -2 | 15 | 2 | 2 | -7 |
| CC1=NN(C(=O)CSCc2ccccc2)C(O)(c2ccccc2)C1 (centres undefined) | i | -4 | 0 | 0.6 | -7 | -1 | 0 | 0 | -5 |
| CCCCn1c(=O)[nH]c(=O)c2c1nc(-c1ccc(C)c([N+](=O)[O-])c1)n2CC | i | 42 | -2 | -0.6 | -1 | 2 | 2 | 9 | 5 |
| COC(=O)C1=C(C)N(Cc2ccccc2)C(=NCc2cccc(C(F)(F)F)c2)N[C@H]1c1cccc(F)c1 | i | 28 | 4 | -1.3 | -6 | -18 | 4 | 8 | -2 |
| COc1ccc(NC(=O)c2cc3c(=O)n4ccccc4nc3n2C)cc1OC | i | -1 | -4 | 1.0 | -12 | -2 | 2 | -1 | 6 |
| Cc1cc(C)nc(NC(=O)c2cnc3sccn3c2=O)n1 | i | -6 | 1 | 5.5* | -5 | -11 | 1 | -1 | -2 |
| O=C1OC(CN2CCOCC2)CN1N=Cc1ccc([N+](=O)[O-])o1 (centres undefined) | i | -3 | -2 | 0.1 | -4 | -9 | 2 | -10 | -4 |
| COc1cccc(NC(=O)CSc2nc3c(sc4ccccc43)c(=O)n2CCN(C)C)c1 | i | 9 | 0 | 1.3 | -3 | -3 | -1 | 4 | -2 |
| CC(=O)c1ccc(N2CCN(C(=O)c3ccc(C(=O)c4ccccc4)cc3)CC2)cc1 | i | 14 | 0 | -0.4 | -1 | 1 | 0 | -2 | -9 |
| O=C(Nc1ccccn1)c1cccc(S(=O)(=O)N2CCCc3ccccc32)c1 | i | 21 | 1 | -1.4 | -4 | 9 | 2 | -4 | 12 |
| CC(=O)c1sc(N/N=C2\CC3CCC2(C)C3(C)C)nc1C (centres undefined) | i | 8 | -15 | 3.7 | -3 | -1 | 6 | -5 | 5 |
| COc1cccc(-c2ccc(SCC(=O)NC3CCCC3)nn2)c1 | i | -5 | 4 | 1.7 | -1 | -15 | -3 | -6 | 1 |
| CN(C)c1ncnc2c1nnn2C1OC(CO)C(O)C1O (centres undefined) | i | -4 | -15 | 0.8 | 0 | 17 | 1 | 5 | -1 |
| Cc1ccc2c(c1)N(CC(=O)NCCCN1CCN(C)CC1)C(=O)CO2 | i | -3 | -1 | 1.0 | -5 | 1 | -1 | 1 | 6 |
| CCCCNc1nc(C)c(C(C)=O)cc1C#N | i | 3 | -1 | 0.3 | -7 | 10 | 1 | -4 | -3 |
| Cc1cc(=O)oc(C)c1C(=O)NCc1ccco1 | i | -5 | -1 | -1.5 | -7 | 8 | 1 | -5 | -6 |
| COC(=O)Cc1ccc(NC(=S)NN2CCOCC2)cc1 | i | -8 | 1 | 0.1 | -3 | 1 | 1 | -9 | 3 |
| Cc1cccc2nc(C(F)(F)F)nc(=O)n12 | i | -3 | 1 | -1.1 | 0 | 9 | -2 | 1 | -4 |
| COc1cccc(N2C(=O)C3CCCN3C2c2ccc(Cl)cc2)c1 (centres undefined) | i | -2 | -3 | 0.0 | -1 | 8 | 0 | -3 | -13 |
| CC(C)(C)C(=O)N1CCN(c2ncccc2C(F)(F)F)CC1 | i | 0 | 1 | -1.1 | -4 | -8 | 0 | 9 | 0 |
| CC1Cc2cc(/C(O)=C3/C(=O)C(=O)N(CCCn4ccnc4)C3c3ccc([N+](=O)[O-])cc3)ccc2O1 (centres undefined) | i | 5 | 2 | 2.4 | -3 | 18 | 2 | -7 | 2 |

Laid out differently: entries from further up.
Clc1ccc(Nc2nc(NCCN3CCOCC3)nc(N3CCOCC3)n2)cc1
- Neddyl block = i
- FAS TE block = -3
- MT1-MMP act inh = -6
- MsrA inh = .
- bovine MsrA act = -7
- SKN-1 inh = 11
- Rin1 Abl inh = 0
- E coli Lon inh = 0
- NRP1-CendR mod = -20
CC(=O)c1sc(N/N=C2\CC3CCC2(C)C3(C)C)nc1C (centres undefined)
- Neddyl block = i
- FAS TE block = 8
- MT1-MMP act inh = -15
- MsrA inh = 3.7
- bovine MsrA act = -3
- SKN-1 inh = -1
- Rin1 Abl inh = 6
- E coli Lon inh = -5
- NRP1-CendR mod = 5
CNC(=O)COc1ccc(Nc2nnc(-c3ccc(C)c(S(N)(=O)=O)c3)c3ccccc23)cc1
- Neddyl block = i
- FAS TE block = -2
- MT1-MMP act inh = 6
- MsrA inh = 2.5
- bovine MsrA act = -5
- SKN-1 inh = 17
- Rin1 Abl inh = 0
- E coli Lon inh = -3
- NRP1-CendR mod = 0
CC(C)NS(=O)(=O)c1ccc(CCC(=O)NCc2ccc3c(c2)OCO3)cc1
- Neddyl block = i
- FAS TE block = -7
- MT1-MMP act inh = 1
- MsrA inh = -0.5
- bovine MsrA act = -10
- SKN-1 inh = -8
- Rin1 Abl inh = 2
- E coli Lon inh = -5
- NRP1-CendR mod = -9

(continued)
| SMILES | Neddyl block | FAS TE block | MT1-MMP act inh | MsrA inh | bovine MsrA act | SKN-1 inh | Rin1 Abl inh | E coli Lon inh | NRP1-CendR mod |
| --- | --- | --- | --- | --- | --- | --- | --- | --- | --- |
| Nc1cccc(-c2nc3ccc(N)cc3s2)c1 | i | -4 | 1 | 1.8 | 1 | 8 | -2 | 8 | 4 |
| Cn1c(Cc2ccccc2)nnc1SCC(=O)Nc1cccc(S(=O)(=O)NC2=NCCCCC2)c1 | i | -1 | -1 | -0.1 | -3 | -1 | 0 | -4 | -4 |
| CC1CCN(C(=O)c2ccc(SCc3ccccc3F)c([N+](=O)[O-])c2)CC1 | i | -17 | -3 | -0.1 | -3 | 16 | -2 | 0 | 2 |
| O=S(=O)(c1ccc(Cl)cc1)N1CCN2CCCC2C1 (centres undefined) | i | -2 | -2 | 0.1 | -3 | 9 | -2 | -3 | 7 |
| CCOC(=O)C1=CN(Cc2ccco2)S(=O)(=O)N(C)C1c1ccc2ccccc2c1 (centres undefined) | i | 14 | -4 | 1.2 | 1 | -3 | 1 | -10 | -7 |
| CCOc1ccc(CCNC(=O)c2ccc(F)c(S(=O)(=O)N3CCOCC3)c2)cc1OCC | i | -5 | 4 | -1.1 | -1 | -11 | -2 | -3 | 23* |
| CCOC(=O)c1[nH]c(C)c(C(=O)OCC(=O)N2CCCCC2C)c1C (centres undefined) | i | -4 | 2 | -0.2 | 1 | 23 | -4 | 5 | -10 |
| N#Cc1c(-c2ccccc2)c(-c2ccccc2)nn(CC(=O)NNC(=O)Nc2ccc(Cl)c(Cl)c2)c1=O | i | 69* | -6 | 1.4 | -3 | 3 | -3 | -1 | 3 |
| COCCC(C(=O)Oc1c(C(C)(C)C)cc(C)cc1C(C)(C)C)c1ccccc1 (centres undefined) | i | 23 | -3 | -0.8 | 2 | 18 | 2 | 5 | 1 |
| CC(=O)c1cccc(NC(=O)C(=O)c2cn(CC(=O)N3CCCCC3)c3ccccc23)c1 | i | 18 | 3 | -0.2 | -4 | 4 | -2 | -4 | 1 |
| Cc1cc(C)n(Cc2cnc(N3CCOCC3)s2)n1 | i | -4 | 3 | -0.7 | -3 | 0 | 0 | -9 | -3 |
| Cc1ccc(S(=O)(=O)N2CCOCC2)cc1C(=O)NCc1ccc(F)cc1 | i | -3 | -1 | -0.2 | -3 | 16 | 1 | -4 | -10 |
| O=C1CC(c2ccccc2)Oc2ccccc21 (centres undefined) | i | 8 | -3 | 1.3 | -4 | -5 | 3 | -7 | -14 |
| COc1cccc(C(=O)NCC(=O)N/N=C/c2c(C)[nH]c3ccccc23)c1 | i | 3 | 0 | 3.1 | -4 | 9 | -4 | 5 | 11 |
| O=C(COC(=O)c1nc(Cl)ccc1Cl)NC1CCCCCC1 | i | 6 | 0 | -0.2 | -2 | 2 | 1 | 3 | -15 |
| Cc1nc2ccc(S(=O)(=O)Nc3ccc(-c4nc5cccnc5s4)cc3)cc2s1 | . | 14 | 4 | 2.6 | -8 | -8 | -1 | -4 | -18 |
| O=C(COC(=O)c1ccc(O)cc1)Nc1cc(S(=O)(=O)N2CCCCCC2)ccc1Cl | i | 25 | -3 | -0.9 | 0 | 5 | -1 | -3 | -8 |
| Cc1ccc(S(=O)(=O)N2CCN(C(=O)CN3CCN(C)CC3)C2)cc1 | i | -6 | -1 | 1.7 | -3 | 5 | 1 | -2 | -3 |
| CCOc1ccccc1NC1=NCC(=O)N1Cc1ccc(F)cc1 | i | -8 | 3 | 0.0 | -5 | 17 | -1 | -12 | 2 |
| Cc1c(NC(=O)C(C)Sc2ccc3ccccc3n2)c(=O)n(-c2ccccc2)n1C (centres undefined) | i | -3 | 14 | 1.3 | -5 | 10 | -2 | -2 | 5 |
| CCOC(=O)/C(C#N)=N/Nc1ccccc1C(=O)O | i | 0 | 3 | 2.9 | -4 | 9 | -2 | -1 | 7 |
| CCc1ccccc1NC(=O)CCC(=O)N1CCN(C(C)=O)CC1 | i | -6 | 2 | -0.5 | -2 | 1 | -4 | -1 | -4 |
| CCOC(=O)/C(C#N)=C/N1CCOCC1 | i | -9 | -2 | 0.1 | -7 | -7 | 0 | -5 | 6 |
| O=C(Nc1cccc2cccnc12)c1ccccc1Br | i | 19 | 1 | 2.0 | -4 | 5 | 0 | 8 | 17 |
| CN(C)S(=O)(=O)c1cccc(NC(=O)COc2ccc(S(=O)(=O)N3CCOCC3)cc2Cl)c1 | i | -2 | 3 | -0.4 | -3 | 8 | 2 | -7 | 6 |
| O=C(Nc1cnn(Cc2ccc(Cl)c(Cl)c2)c1)C12CC3CC(CC(C3)C1)C2 | i | 28 | -1 | 0.8 | 0 | -4 | 2 | -1 | -24 |
| COCCN(C(=O)c1ccc2ccccc2c1)c1c(N)n(Cc2ccccc2)c(=O)[nH]c1=O | i | 1 | -4 | 1.2 | -1 | 9 | -5 | 1 | 2 |
| O=C(Nc1cccc(C(=O)NC2CC2)c1)c1ccccc1 | i | -5 | 1 | 0.1 | -3 | 10 | 0 | -5 | -2 |
| O=C(Cn1c(=O)n(-c2ccccc2)c(=O)n1CC(=O)N1CCCCC1)N1CCCCC1 | i | -12 | 3 | 0.4 | -3 | 32 | 3 | -10 | 12 |
| CCOc1nc(-c2ccccc2)ccc1-c1noc(-c2ccco2)n1 | i | 6 | 0 | 1.0 | 0 | 4 | 0 | 1 | -15 |
| O=C(c1cc(COc2ccc3ncccc3c2)on1)N1CCC[C@H]1CO | i | -6 | 1 | -0.3 | -1 | 8 | 2 | 1 | 10 |

Compounds as they come; overall some 4.2% were active at least once.
